Assay outcomes: PubChem BioAssay, National Center for Advancing Translational Sciences (NCATS)
GALK inhibitor – inhibitors of human galactokinase. P51570. Purified GALK, Kinase-Glo residual ATP luminescence. Potency, µM (titrated, usually from 57.5 µM), for inactives: at the top dose activity change, negative = inhibition, most hits filed as inhibitors. 270,000 tested, 0.007% active; further: potency means the concentration at half of the fitted maximal effect; on the % scale 0 is the no-effect control and ±100 the full control effect
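Galactose (100 uM) and ATP (35 uM) were turned over by 5 nM GALK for 1 h at RT. Kinase-Glo Plus then converted the remaining ATP into a luminescent signal.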
TRPV1 ag – human TRPV1 agonism. 320,000 tested, 0.19% active. activation, % at 8.33 µM. TRPV1-expressing cells, Fluo-8 calcium influx, agonist mode. Q8NER1; in the data active means activation above about 80%; inconclusive means between about 30% and that limit; further: 0% is about no effect
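TRPV1-expressing cells were cultured overnight at 35.5C and loaded with Fluo-8 calcium dye for 40 to 90 min at room temperature. After a 10 s baseline, compound was added and calcium influx was read kinetically for 3 min (ex 480/em 520 nm).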
KCNH2 3.1 inh – inhibitors of human KCNH2 3.1 potassium channel isoform; 340,000 tested, 0.95% active; AID 720553; U2OS KCNH2 3.1, thallium flux FluxOr; active compounds read low; activity change, % (tested at about 1.8 µM);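 active means maximum activity change below -70%; inconclusive means maximum activity change from -70% to -50%; inactive means maximum activity change above -50%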;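 further: thallium influx rate constant from kinetic fluorescence after stimulation buffer; on the % scale 0 is the no-effect control and ±100 the full control effect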
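We transduce U2OS cells with the mutant 3.1 virus, culture them overnight, load FluxOr with Red40 quencher for 45 min, then add stimulation buffer and read kinetically for 2 min to derive a normalized rate constant.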
MLL CXXC-DNA inh – inhibitors of human MLL CXXC domain-DNA interaction; 290,000 tested, 0.037% active; Q03164; Potency, µM (doses to about 115 µM), inactives show at the highest dose activity change, negative = inhibition, hits mostly inhibitors; MLL-CXXC / FITC-HOXA9 DNA fluorescence polarization; active means well fitted inhibition curve with a large enough effect in the polarisation, with a control signal flat, not every such curve was filed as active; inconclusive means small, poorly fitted or top-dose-only effect, or effect the other way, or a change in a side signal; inactive means no such curve, though single readings can be large or run the other way; the % refers to the polarisation; further: potency means the concentration at half of the fitted maximal effect
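Fluorescence polarization: 7 uM MLL-CXXC (stock) preincubated 5 min with compounds, then 50 nM fluorescein-HOX-A9 DNA (stock) added; 30 min ambient. Buffer 50 mM Tris-HCl pH 7.5, 50 mM NaCl, 1 mM DTT, 0.05% BSA.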
ASM inhibitor – inhibitors of human secretory acid sphingomyelinase | placental ASM, HMU-PC fluorogenic substrate, 60 min | Potency, µM (titrated, usually from 57.5 µM), for inactives: at the highest dose activity change, negative = inhibition, usual class: inhibitors | 340,000 tested, 0.006% active | AID 504937; further: potency means the concentration at half of the fitted maximal effect
Target sequence (P17405 47-631 limits assumed): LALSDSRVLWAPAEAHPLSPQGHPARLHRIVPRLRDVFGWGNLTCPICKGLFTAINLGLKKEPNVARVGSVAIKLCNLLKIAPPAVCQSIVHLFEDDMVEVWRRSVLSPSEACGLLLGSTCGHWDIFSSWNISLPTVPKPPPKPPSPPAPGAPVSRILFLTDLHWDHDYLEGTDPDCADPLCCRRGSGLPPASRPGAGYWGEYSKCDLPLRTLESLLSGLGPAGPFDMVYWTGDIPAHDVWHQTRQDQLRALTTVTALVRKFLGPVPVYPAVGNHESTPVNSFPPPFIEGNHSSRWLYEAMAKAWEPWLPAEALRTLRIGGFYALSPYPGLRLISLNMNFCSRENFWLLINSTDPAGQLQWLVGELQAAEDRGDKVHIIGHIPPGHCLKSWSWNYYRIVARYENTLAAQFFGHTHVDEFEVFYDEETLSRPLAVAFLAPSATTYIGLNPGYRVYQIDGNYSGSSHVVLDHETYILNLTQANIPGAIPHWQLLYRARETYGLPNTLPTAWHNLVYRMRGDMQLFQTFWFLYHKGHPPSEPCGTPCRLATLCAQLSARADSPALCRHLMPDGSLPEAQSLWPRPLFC
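qHTS format. ASM enzyme prepared from human placenta hydrolyses the fluorogenic substrate HMU-PC0 (9 uM final) over 60 min at 37 °C after a 10 min compound preincubation.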
A-T KAP1 phos – potential ataxia-telangiectasia treatment; […] A-T fibroblasts, KAP-1 phosphorylation AlphaLISA; neocarzinostatin DNA damage 30 min before lysis; Potency, µM (titrated, usually from 57.5 µM), for inactives: at the top dose activation, most hits filed as activators; 320,000 tested, 0.19% active; AID 485349; further: potency means the concentration at half of the fitted maximal effect; % of control where 0% means no effect; nearly all actives have a fitted effect of over 45% in size
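ATM-like activity read as KAP-1 phosphorylation via AlphaLISA donor/acceptor antibody pairs after lysis and 6 hr at 25C. Cells were ATM-null patient fibroblasts ([…], hTERT), dosed 60 min, then exposed to the DSB inducer NCS for 30 min.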
FBPA coupling cs – counter-screen for Giardia aldolase inhibitors: coupling enzyme system | coupling enzyme system counterscreen, AmpLite Red fluorescence | 290,000 tested, 0.67% active | activity change, negative = inhibition, % at 58.2 µM, hits read low; in the data active means activity change below about -30%; further: on the % scale 0 is the no-effect control and ±100 the full control effect
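First, compound is pin-transferred into glyceraldehyde-3-phosphate coupling-enzyme reagent at 57.5 uM final and held 10 min at RT. Next, substrate, coupling system and AmpLite Red are added. After 20 min RT, fluorescence (525/598 nm) is read.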
MBNL1 CUG block – inhibitors of human MBNL1 binding to CUG repeat RNA; 280,000 tested, 0.036% active; Potency, µM (series often up to 57.5 µM), inactives show at the highest dose activity change, negative = inhibition, actives largely listed as inhibitors; TR-FRET MBNL1-His/biotin-(CUG)12 binding, 665/545 ratio; Q9NR56; AID 2675; active means well fitted inhibition curve with a large enough effect in the signal ratio, with a control signal flat, not every such curve was filed as active; inconclusive means small, poorly fitted or top-dose-only effect, or effect the other way, or a change in a side signal; inactive means no such curve, though single readings can be large or run the other way; the % refers to the signal ratio; further: potency means the concentration at half of the fitted maximal effect; on the % scale 0 is the no-effect control and ±100 the full control effect
Target sequence (Q9NR56 whole entry, looked up): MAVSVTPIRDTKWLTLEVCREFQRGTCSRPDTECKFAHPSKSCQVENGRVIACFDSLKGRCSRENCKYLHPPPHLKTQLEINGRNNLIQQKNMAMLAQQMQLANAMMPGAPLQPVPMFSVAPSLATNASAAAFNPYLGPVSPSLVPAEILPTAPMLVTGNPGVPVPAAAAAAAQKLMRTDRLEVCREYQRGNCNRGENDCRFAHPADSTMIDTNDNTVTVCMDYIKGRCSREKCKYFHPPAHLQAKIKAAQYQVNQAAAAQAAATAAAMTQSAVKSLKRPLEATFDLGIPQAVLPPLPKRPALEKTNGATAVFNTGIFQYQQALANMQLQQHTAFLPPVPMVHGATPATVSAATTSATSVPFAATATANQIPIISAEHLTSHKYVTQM
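His-tagged MBNL1 binding to biotinylated (CUG)12 RNA was measured by TR-FRET using terbium anti-His antibody (0.055 ng/ul final) and streptavidin-XL665 (5 nM final). Compounds were titrated 92 nM to 58 uM; 60 min at room temperature.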
hERG WT inh – blocks the wildtype human KCNH2 potassium channel; Q12809; U2OS, BacMam KCNH2, thallium flux FluxOr; active compounds read low; activity change, % at 1.84 µM; 340,000 tested, 0.37% active; AID 720551;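 active means maximum activity change below -70%; inconclusive means maximum activity change between -70% and -50%; inactive means maximum activity change above -50%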; further: on the % scale 0 is the no-effect control and ±100 the full control effect
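U2OS cells transduced with wild-type KCNH2 virus are loaded with FluxOr dye for 45 min, and thallium flux is measured in kinetic reads before and after stimulation buffer. Rate constants are normalized to DMSO controls.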
Integrin act MD – activates integrin-mediated alleviation for muscular dystrophy; alpha7betagal myoblasts, beta-gal FDG fluorescence, 48 h; Potency, µM (series often up to 38.3 µM), inactives show at the top dose activation, usual class: activators; 350,000 tested, 0.064% active; AID 624291;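 further: potency means the concentration at half of the fitted maximal effect; 100% = response of the positive control SU9516; nearly all actives have a fitted effect of over 60% in size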
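Alpha7betagal+/- myoblasts (passage 13) were plated 16-24 hr, then exposed to compounds (1:260 dilution of DMSO stock) for 48 hours at 37C. After MPER lysis, β-galactosidase reporter activity was read as FDG fluorescence (ex 480/em 540) after 30 minutes.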
Numbers without * were called inactive; i = inactive; ? = inconclusive; / = not tested or not shown; [ ] = remark or other dose. Unless noted, the call rests on the fitted dose curve; in most records, active means well fitted curve in the direction sought with a large enough effect; inconclusive means small, poorly fitted or top-dose-only effect, or another doubt; inactive means no such curve, though single readings can be large; an effect the other way counts as inactive or inconclusive.

SMILES	GALK inhibitor	TRPV1 ag	KCNH2 3.1 inh	MLL CXXC-DNA inh	ASM inhibitor	A-T KAP1 phos	FBPA coupling cs	MBNL1 CUG block	hERG WT inh	Integrin act MD
CC(=O)N1CCc2cc(Br)cc(S(=O)(=O)NCc3ccccn3)c21	-0.2%	1.3	15.2	6.6%	3.7%	2.7%	-0.3	-2.1%	3.9	-16.1%
CCn1c(SCC(=O)Nc2cccc(C)c2)nc2nc3c(cc2c1=O)COC(C)(C)C3	-0.1%	1.1	-2.1	6.0%	-8.6%	-0.5%	-4.2	/	3.0	-19.6%
COc1cccc(CC2(CO)CCN(CC3=CC[C@H]4C[C@@H]3C4(C)C)CC2)c1	0.6%	-2.2	14.2	-2.7%	-1.9%	-1.0%	5.1	-2.4%	6.0	-19.3%
O=C1CC2c3ccccc3C1C1C(=O)N(CCO)C(=O)C21 (stereo not drawn)	1.2%	1.5	-2.5	4.3%	7.5%	3.5%	2.8	-10.4%	-6.7	-5.2%
O=C(O)C1CCCCN1C(=O)c1cc2c(s1)CCCCC2 (stereo not drawn)	/	-2.2	2.3	/	1.2%	-3.9%	/	/	7.0	28.3%
Cn1nc(C(F)(F)F)c(CN2CC(C)(C)C2=O)c1N1CCOCC1	-1.8%	0.0	3.0	-7.9%	4.8%	1.0%	-0.1	3.4%	-7.4	-24.1%
COc1ccccc1OCCC(=O)OCC(=O)Nc1ccc(S(=O)(=O)N2CCOCC2)cc1	9.6%	0.2	-2.5	3.3%	0.5%	-17.6%	1.1	-6.4%	0.7	3.5%
N#Cc1ccccc1OCC(=O)OCC(=O)NC1CCCCCC1	/	1.4	12.6	/	1.1%	6.8%	/	/	-2.9	-16.0%
OCCN(Cc1ccccc1)C(=S)NC1CCCCC1	1.5%	7.0	5.6	-0.2%	1.3%	2.7%	0.4	-3.6%	-7.3	-32.0%
CCN(CCCNC(=O)C1CCC(=O)N1Cc1ccccc1Cl)c1cccc(C)c1 (stereo not drawn)	0.3%	7.4	7.6	0.5%	-0.7%	1.6%	3.4	10.9%	-0.7	-10.3%
CCN1CCC(NC(=O)Nc2ccc(F)cc2)CC1	2.1%	2.2	16.1	-5.3%	3.2%	4.3%	3.3	0.7%	15.4	5.2%
COc1ccccc1C1=NN(C2=NN=C(N)Cc3ncnn32)C(O)(C(F)(F)F)C1 (stereo not drawn)	-0.2%	3.6	0.7	8.1%	4.1%	2.9%	-1.5	/	17.3	-3.3%
COc1ccc(C2CC(=O)C3=C(C2)Nc2ncnn2C3c2ccccc2C)c(OC)c1 (stereo not drawn)	6.7%	0.0	5.4	-11.4%	212.9%[activator]	4.8%	0.3	-1.2%	0.0	-29.2%
CC1CCCN(S(=O)(=O)c2ccc(C(=O)Nc3ccccc3-c3nc4ccccc4[nH]3)cc2)C1 (stereo not drawn)	0.1%	0.0	25.7	17.2%	/	5.1%	-0.3	-4.3%	-15.0	6.6%
O=C(Nc1cc(Cl)ccc1Oc1ccccc1)c1ccccc1F	1.2%	3.1	0.3	6.1%	-3.6%	19.7%	-2.4	-13.9%	-2.1	-36.4%
Cn1c(=O)oc2cc(S(=O)(=O)N3CCC(C(=O)N4CCN(c5ccccc5)CC4)CC3)ccc21	-3.3%	-1.3	1.3	-1.3%	0.6%	6.0%	2.5	-6.9%	28.6	-1.8%
Nc1ncnc2c1ncn2[C@@H]1O[C@H](CNC(=O)[C@H]2CCC(=O)N2)[C@@H](O)[C@H]1O	/	/	10.0	/	3.7%	1.0%	/	/	0.9	14.6%
CCOC(=O)C(C)C1(O)c2ccccc2-c2ncccc21 (stereo not drawn)	-1.7%	4.9	-2.5	-9.3%	-0.4%	-2.6%	2.1	-2.9%	-3.7	-5.0%
COc1cc(C(C)=O)ccc1Oc1ncnc2c1cnn2-c1ccc(F)cc1	0.3%	-4.9	-1.9	12.4%	-3.3%	-5.0%	2.5	-7.0%	0.7	25.2%
CCOC(=O)C1=C(COC(=O)c2cc(OC)c(OC)c(OC)c2)NC(=O)NC1C (stereo not drawn)	/	6.6	2.2	/	/	-4.5%	/	/	2.0	0.2%
Cc1nc2ccc(F)cc2cc1C(=O)NC(C)C	7.8%	0.0	/	6.0%	1.5%	4.8%	0.7	2.4%	4.0	-31.1%[7.66 µM]
N#Cc1ccccc1S(=O)(=O)N1CCN(C(=O)C2COc3ccccc3O2)CC1 (stereo not drawn)	/	0.9	-2.5	/	3.1%	-5.0%	/	/	3.6	?
O=C(CCSc1nnc(-c2ccncc2)o1)Nc1ccc(Cl)cc1	-7.8%	7.2	2.9	1.5%	-0.3%	3.5%	1.2	-1.6%	0.2	-1.1%
CCOC(=O)CN1Cc2cccc(C(=O)O)c2C1=O	2.0%	-0.7	13.7	-8.0%	-1.3%	7.5%	2.0	-2.1%	-4.6	-25.3%
COc1ccc(C2C(C(=O)N3CCCCC3)c3ccccc3C(=O)N2C)cc1 (stereo not drawn)	2.7%	-0.6	11.1	-8.3%	0.3%	0.9%	3.5	-4.2%	-5.3	-18.2%
CCOC(=O)C1CCN(S(=O)(=O)c2ccc3c(ccn3C)c2)CC1	0.3%	5.2	2.1	32.6%	3.3%	-1.0%	3.2	4.0%	-16.2	35.4%
CS(=O)(=O)N(CC(=O)Nc1ccccc1C(=O)N1CCCC1)c1cccc([N+](=O)[O-])c1	8.4%	-1.9	-3.3	-0.5%	2.7%	-1.2%	4.6	?	-0.8	2.7%
CN(C)S(=O)(=O)c1ccc(NC=C(C#N)C#N)cc1	-1.0%	4.8	-7.1	35.5%[activator]	41.9%[activator]	1.4%	1.4	-4.7%	-4.2	27.3%
O=C(COc1ccc(S(=O)(=O)N2CCCCC2)cc1)N1CCCC1	0.1%	1.3	-0.5	38.7%[activator]	2.6%	/	2.0	-2.7%	0.5	2.6%
c1ccc(-c2nc(-c3nccc4ccccc34)oc2-c2ccccc2)cc1	-1.7%	14.8	-10.2	-10.1%	i	27.2%	-9.8	/	-1.0	9.0%
CCN1/C(=C/C=C/c2sc3ccccc3[n+]2CC)Sc2ccccc21	/	-3.8	-13.1	?	-1.1%	9.8%	/	/	-11.6	/
COc1cc(Sc2ccc(C)cc2)c(OC)cc1N	-0.9%	1.4	-5.9	6.2%	-4.3%	-9.1%	-9.0	0.7%	-12.1	-14.8%
COc1ccc(CCNc2ncnc3c2nnn3Cc2ccccc2)cc1	-1.8%	-5.6	-23.8	24.5%	-4.5%	2.7%	-3.0	3.1%	20.2	8.4%
CC(C)(C)C(=O)N1CCN(c2ncnc3scc(-c4ccccc4)c23)CC1	-3.0%	-1.0	0.3	-0.5%	-2.9%	5.3%	0.9	-10.6%	9.6	18.3%
CCC(=O)N(Cc1ccc(S(N)(=O)=O)cc1)C1CC(=O)N(c2ccccc2)C1=O (stereo not drawn)	7.5%	0.8	2.7	3.0%	0.3%	-11.4%	4.8	-3.6%	4.5	-15.2%
Cc1sc2ncnc(N)c2c1C	0.0%	-6.1	-0.9	-10.9%	2.6%	2.7%	7.3	-3.3%	-32.6	10.3%
C/C(=N\NC(=O)CC#N)C1COc2ccccc2O1 (stereo not drawn)	0.7%	-0.8	-2.8	-1.9%	0.4%	4.8%	-0.1	6.8%	2.6	-23.2%
COC(=O)c1cc2sc(Cl)cc2n1Cc1nc(-c2ccccc2)oc1C	1.9%	7.1	3.8	-1.3%	-13.6%	-5.3%	-0.9	11.8%	17.8	9.7%
S=c1[nH]nc(Cc2cccs2)n1-c1ccccc1	0.3%	-2.8	-0.5	-7.0%	2.7%	1.2%	/	-9.7%	-4.6	23.8%
Cc1ccc(SCCCCN2CCNCC2)cc1	1.2%	4.9	12.9	-6.1%	1.3%	-0.7%	-3.2	/	-0.3	-31.5%[inhibitor]
CCOC(=O)c1ccc(N2C(=O)CC(N3CCC(Nc4ccc(F)cc4)CC3)C2=O)cc1 (stereo not drawn)	0.1%	1.7	-5.3	7.6%	-2.1%	-3.7%	-0.7	1.7%	5.3	15.8%
COc1ccc(OC)c2[nH]c(=O)c(CCNS(=O)(=O)c3ccccc3)cc12	4.7%	-1.9	-25.8	-8.0%	0.5%	10.4%	-24.0	0.4%	-6.5	20.0%
